PLK1 PBD block: inhibitors of human PLK1 polo-box domain binding; AID 720504; hit rate 2.8% among 360,000; P53350; Plk1 PBD binding of FITC phosphopeptide, fluorescence polarization; Potency, µM, for the others: max response, negative = inhibition, actives largely listed as inhibitors; further: potency means the concentration at half of the fitted maximal effect; series mostly up to about 57 µM; on the % scale 0 is the no-effect control and ±100 the full control effect; nearly all actives have a fitted effect of over 65% in size
aSyn yeast inh: inhibitors of alpha-synuclein toxicity in yeast; Yeast expressing alpha-synuclein, growth rescue, BacTiter-Glo, 24 h; Potency, µM (highest dose often 46.1 µM), inactives show top-dose growth rescue (activation), most hits filed as activators; hit rate 0.14% among 370,000; further: potency means the concentration at half of the fitted maximal effect; % of control where 0% means no effect; nearly all actives have a fitted effect of over 65% in size
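Galactose-induced alpha-syn yeast (OD600=0.02, raffinose-pregrown) + pinned cpd, 24 hr, 30 deg C; growth by BacTiter-Glo luminescence. Growth restoration scores as activation.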
EPAC1 agonist: EPAC1 (human) agonism | EPAC1 agonist qHTS, biochemical assay; response scale: 100% = response to 6.5 mM cAMP | Potency, µM (doses to about 154 µM), without a hit: at the top dose activation, most hits filed as activators | hit rate 0.073% among 360,000; further: potency means the concentration at half of the fitted maximal effect; nearly all actives have a fitted effect of over 60% in size
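Nucleotide exchange by EPAC1 (100 nM) on Rap1B–BODIPY-GDP (250 nM) in the presence of 50 uM GDP is tracked fluorescently at 480/540 nm over 30 min. Signals are normalized to a 6.5 mM cAMP control.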
EPAC1 antag: EPAC1 (human) antagonism. O95398. EPAC1 GEF assay, Rap1b-BODIPY-GDP exchange fluorescence. Potency, µM (top dose mostly 115 µM), for the others: top-dose activity change, negative = inhibition, most hits filed as inhibitors. hit rate 0.14% among 360,000. AID 720709;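 further: potency means the concentration at half of the fitted maximal effect; plate controls were vehicle for no effect and positive control for full effect; nearly all actives have a fitted effect of over 50% in size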
PI5P4Ka inh: blocks human PI5P4K alpha kinase activity; P48426; max response, %; hit rate 1.2% among 330,000; PI5P4Kalpha enzyme, ADP-Glo luminescence, 60 min; active compounds read low; AID 652105; active means max response of -50% or lower; inconclusive means between -30% and -50%; inactive means -30% or higher; further: value at the top dose of about 77 µM; on the % scale 0 is the no-effect control and ±100 the full control effect
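PI5P4Kalpha ADP-Glo assay; 5 microM ATP final; 60 min RT reaction; HEPES pH 7.4/EGTA/CHAPS, 5% DMSO; controls lacking substrate or enzyme; luminescent end-point.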
WRN inhibitor: blocks human WRN helicase. Q14191. WRN helicase unwinding, fluorescent forked duplex, kinetic. Potency, µM (titrated, usually from 114 µM), inactives show top-dose activity change, negative = inhibition, hits mostly inhibitors. hit rate 0.46% among 360,000. AID 651768; further: potency means the concentration at half of the fitted maximal effect; on the % scale 0 is the no-effect control and ±100 the full control effect; nearly all actives have a fitted effect of over 55% in size
Target sequence (Q14191 whole entry, looked up): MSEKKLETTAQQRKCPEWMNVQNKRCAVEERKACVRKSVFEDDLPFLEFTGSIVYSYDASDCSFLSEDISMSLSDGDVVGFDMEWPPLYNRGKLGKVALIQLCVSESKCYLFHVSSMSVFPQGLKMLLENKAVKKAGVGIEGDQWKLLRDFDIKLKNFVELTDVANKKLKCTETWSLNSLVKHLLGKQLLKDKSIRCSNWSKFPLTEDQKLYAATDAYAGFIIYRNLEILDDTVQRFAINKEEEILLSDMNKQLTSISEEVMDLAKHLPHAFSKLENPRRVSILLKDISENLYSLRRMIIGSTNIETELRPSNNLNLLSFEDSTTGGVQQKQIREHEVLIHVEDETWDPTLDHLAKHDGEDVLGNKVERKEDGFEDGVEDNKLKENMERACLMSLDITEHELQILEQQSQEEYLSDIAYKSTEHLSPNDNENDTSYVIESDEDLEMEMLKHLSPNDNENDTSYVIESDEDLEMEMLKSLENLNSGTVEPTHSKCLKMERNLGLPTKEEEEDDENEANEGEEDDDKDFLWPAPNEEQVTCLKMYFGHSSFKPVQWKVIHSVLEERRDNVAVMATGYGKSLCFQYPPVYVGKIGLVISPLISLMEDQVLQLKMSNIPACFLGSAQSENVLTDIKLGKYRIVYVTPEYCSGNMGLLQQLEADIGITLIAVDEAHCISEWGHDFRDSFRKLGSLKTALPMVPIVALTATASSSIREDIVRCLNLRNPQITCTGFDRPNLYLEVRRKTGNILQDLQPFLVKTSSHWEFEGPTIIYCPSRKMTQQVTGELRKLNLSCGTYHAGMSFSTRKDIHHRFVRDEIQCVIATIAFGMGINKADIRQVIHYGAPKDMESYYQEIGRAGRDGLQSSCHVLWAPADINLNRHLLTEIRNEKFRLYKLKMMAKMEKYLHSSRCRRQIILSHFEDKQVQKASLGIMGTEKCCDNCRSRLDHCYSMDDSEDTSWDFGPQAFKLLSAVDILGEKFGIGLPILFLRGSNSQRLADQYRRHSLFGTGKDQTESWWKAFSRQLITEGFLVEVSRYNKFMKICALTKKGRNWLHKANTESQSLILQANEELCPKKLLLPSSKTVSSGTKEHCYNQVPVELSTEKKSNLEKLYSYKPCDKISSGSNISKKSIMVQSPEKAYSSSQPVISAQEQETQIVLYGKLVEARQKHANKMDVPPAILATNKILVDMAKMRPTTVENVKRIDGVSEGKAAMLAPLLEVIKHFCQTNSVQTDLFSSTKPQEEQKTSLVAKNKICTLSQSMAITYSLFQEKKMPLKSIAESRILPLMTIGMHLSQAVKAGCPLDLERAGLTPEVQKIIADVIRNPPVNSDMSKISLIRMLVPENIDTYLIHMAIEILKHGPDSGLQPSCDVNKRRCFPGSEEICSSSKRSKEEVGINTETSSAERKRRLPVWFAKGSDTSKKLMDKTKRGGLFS
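WRN at 20 nM final was preincubated with compound for 15 min at room temperature; reaction started with 100 nM forked duplex oligonucleotide carrying fluorophore and quencher plus 2 mM ATP (final). Unwinding followed kinetically by red fluorescence (ex 525/em 598 nm).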
IL-2 act: IL-2 activation; IL-2 activation reporter assay, cell-based qHTS; stimulated with anti-CD3/CD4/CD28 beads; in transgenic mouse T cells; activation, % (series mostly up to about 46 µM); hit rate 0.065% among 360,000; AID 652025; in the data active means activation above about 50%; inconclusive means mostly about 30% to 49%; further: 0% is about no effect
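Unstimulated transgenic mouse T cells preincubated 60 min with compound, then stimulated with anti-CD3/anti-CD4-coated beads plus anti-CD28 for 18 h at 37 degrees C. IL-2 response read as EGFP and DsRed fluorescence by plate cytometry.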
Abeta rescue: compounds reversing amyloid beta toxicity in yeast; yeast expressing A-beta42, growth rescue, OD600, 48 h; response scale: 0% DMSO, 100% iron-clioquinol control; Potency, µM (doses to about 46.1 µM), inactives show at the highest dose growth rescue, usual class: activators; hit rate 0.063% among 410,000; further: potency means the concentration at half of the fitted maximal effect; nearly all actives have a fitted effect of over 55% in size
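Yeast growth medium received pinned compounds, then yeast cells expressing toxic A-beta were added; plates incubated at 30 C for 48 hr. Growth read as absorbance at 600 nm, normalized to DMSO and equimolar FeCl3 plus clioquinol controls.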
FUS suppressor: FUS proteinopathy suppression in yeast; hit rate 0.24% among 390,000; S. cerevisiae FUS-expressing, growth rescue, OD600, 24 h; Potency, µM (highest dose often 76.6 µM), without a hit: at the highest dose growth rescue (activation), hits mostly activators;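 further: potency means the concentration at half of the fitted maximal effect; plate controls were DMSO vehicle for no effect and reference control for full effect; nearly all actives have a fitted effect of over 55% in size; some results filed as inactive show a strong effect at the top dose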
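FUS-expressing yeast, raffinose-pregrown, induced in 2% galactose minimal medium at OD 0.005; compounds in a dilution series, 24hr at 30C. Growth restoration read as absorbance at 600 nm. CP55940 positive control, DMSO negative.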
* = called active by the depositor; ? = inconclusive; · = no result given; & = joins results of further samples; [ ] = another dose, or the depositor's remark. Unless noted, the call rests on the fitted dose curve; in most records, active means well fitted curve in the direction sought with a large enough effect; inconclusive means small, poorly fitted or top-dose-only effect, or another doubt; inactive means no such curve, though single readings can be large; an effect the other way counts as inactive or inconclusive.

SMILES	PLK1 PBD block	aSyn yeast inh	EPAC1 agonist	EPAC1 antag	PI5P4Ka inh	WRN inhibitor	IL-2 act	Abeta rescue	FUS suppressor
COc1ccc(CC(=O)NCCc2ccc(Cl)cc2Cl)cc1	?	14%	3%	3%	0	1%	-0.2	-8%	5%
O=C(CN1CCN(Cc2ccc3c(c2)OCO3)CC1)N1CCc2[nH]c3ccc(F)cc3c2C1	-9%	0%	0%	0%	13	2%	0.3	0%	-2%
COC(=O)c1ccc(-c2ccc(CNCC(O)c3ccccc3)o2)cc1 (stereo not given)	-5%	3%	2%	5%	·	-11%[57.1 µM]	-2.1	-4%	-2%
CCC(CC)c1nnc(NC(=O)C23CC4CC(CC(NC(C)=O)(C4)C2)C3)s1	-9%	-2%	4%	8%	9	-23%	-3.9	-9%	·
OC(CNCC1CCCCC1)COc1ccccc1 (stereo not given)	1%	-1%	0%	-4%	-3	-13%	-0.9	-7%	-3%
CCN1C(=O)C(F)(CC)C(=O)c2ccccc21 (stereo not given)	-15%	-4%	-1%	-1%	2	7%	-1.3	0%	·
O=C(c1cccs1)N(c1ccc(Cl)cc1)C1C=CS(=O)(=O)C1 (stereo not given)	-22%	-1%	12%	-5%	0	6%	0.2	-23%	-6%
O=C(OCCN1C(=O)c2cccc3c(N4CCOCC4)ccc(c23)C1=O)c1cccc(Cl)c1	21µM*	5%	25µM*	65%[activator]	14	-5%	6.9	11%	?
CN1OC[C@@H]2CN3C(=O)N(c4ccccc4)c4ccccc4[C@@H]3C[C@@H]21	-14%	-4%	17%	-20%	-4	4%	-0.2	-14%	-5%
COc1ccc(S(=O)(=O)N2CCOC2CNC(=O)C(=O)NCCc2ccc(S(N)(=O)=O)cc2)cc1 (stereo not given)	-4%	-10%	4%	-10%	4	0%	3.4	-5%	4%
COc1ccc(NC(=S)c2ccncc2)cc1	-6%	2%	-5%	10%	6	8%	-0.6	-9%	·
Cc1cccc(N2CC(O)(c3cccs3)[N+]3=C2CCCCC3)c1 (stereo not given)	-13%	9%	-1%	-13%	0	?	-7.1	-10%	38%
CC1=CCC2C(=O)N(c3cccc(C(=O)Nc4ccccc4Cl)c3)C(=O)C2C1 (stereo not given)	0%	0%	4%	9%	0	-17%	-3.4	-4%	·
Nc1nnc(SCC(=O)c2ccc([N+](=O)[O-])cc2)s1	-16%	8%	-1%	-5%	-9	-1%	1.1	2%	3%
O=S(=O)(Cc1ccccc1)Nc1ccc(S(=O)(=O)NCC2CCCO2)cc1 (stereo not given)	-6%	-3%	2%	3%	·	1%[57.1 µM]	-0.4	-8%	5%
O=C(Cn1cnc2ccccc2c1=O)Nc1ccc(N2CCOCC2)cc1	-12%	-1%	-1%	-19%	0	4%	0.0	-17%	28%
Cc1ccc(CNC(=O)c2ccc(S(=O)(=O)Nc3c(C)n(C)n(-c4ccccc4)c3=O)cc2)cc1	-4%	2%	19%	2%	3	-1%	-3.2	9%	14%
COc1ccc(C=NNC(=O)CCCC(=O)NN=Cc2ccc(OC)c(O)c2)cc1O	0%	-10%	-3%	2%	-9	-2%	-0.2	3%	·
CCOC(=O)N1CCC(N2C(=O)c3ccc(C(=O)Nc4ccc(F)cc4F)cc3C2=O)CC1	-9%	-5%	4%	0%	3	-6%	-2.0	-4%	-21%
COc1cc2c(cc1OC)C(c1ccc(SC)cc1)CC(=O)N2 (stereo not given)	0%	0%	10%	1%	-2	-3%	0.9	9%	-2%
Cc1cccc(C)c1NC(=O)C1(N(Cc2ccco2)C(=O)c2ccccn2)CCCC1	2%	-12%	-5%	16%	-6	0%	1.1	0%	10%
COc1ccccc1NC(=O)COC(=O)Cn1cnc2c1c(=O)n(C)c(=O)n2C	0%	-2%	6%	15%	2	-6%	-4.6	3%	·
Cn1cc(CN2CCc3c([nH]c4ccccc34)C2C(C)(C)C)cn1 (stereo not given)	-7%	1%	2%	9%	6	-9%	-1.5	-9%	-1%
C/C(=N\OC(=O)c1c(-c2ccccc2Cl)noc1C)c1ccncc1	-4%	-1%	10%	-1%	7	-9%	3.7	-15%	14%
Cc1cccc(C(C(=O)NCc2ccc(F)cc2)N(C(=O)c2csnn2)C2CC2)c1 (stereo not given)	-3%	10%	1%	-5%	2	-3%[57.1 µM]	-0.5	-3%	-19%
CC(CNC(=O)c1ccco1)NC(=O)c1ccco1 (stereo not given)	1%	2%	3%	-21%	1	-34%	-2.0	-8%	-8%
C/C(=N\Nc1ccccn1)c1ccc(S(=O)(=O)NCc2ccco2)cc1	-15%	-7%	15%	-20%	-1	-22%	-0.8	14%	·
O=C(Cc1ccc(Cl)cc1)NCCc1cnc[nH]1	-2%	-4%	-3%	-14%	3	-9%	2.9	-5%	13%
O=C(NC(=S)Nc1ccccc1O)c1cccnc1	-28%	-2%	-10%	24%	-17	9%	-1.5	2%	9%
CC(=O)c1c(C)[nH]c(C(=O)OCC(=O)NCc2ccc(Cl)cc2)c1C	5%	5%	-11%	12%	-2	2%	-0.6	4%	17%
COC(=O)c1ccc(CNC(=O)c2ccc(S(=O)(=O)N(C)c3ccccc3OC)cc2)cc1	-5%	1%[1.84 µM]	4%	0%	-1	-13%	-0.5	0%	39%
CCOC(=O)CSc1ncc(-c2ccccc2)nn1	-1%	5%	3%	4%	·	-7%	0.9	-11%	11%
O=C(NCCN1C(=O)S/C(=C\c2cccnc2)C1=O)c1cc(S(=O)(=O)N2CCOCC2)ccc1F	-15%	1%	1%	8%	-8	-5%	0.8	-1%	5%
COC(=O)c1ccc(NC(=O)CN2CCN(c3cccc(Cl)c3)CC2)cc1	-8%	17%	10%	-22%	-4	-29%	-0.3	6%	?
Cc1ccc(C(=O)NCN2CCN(c3ccccc3)CC2)cc1	0%	9%	4%	10%	-5	3%	-4.1	3%	-2%
CCc1ccc(-c2nn(Cc3ccccc3)cc2/C=C/C(=O)O)cc1	-13%	2%	-9%	-7%	-7	-21%[57.1 µM]	-1.3	4%	-23%

One compound at a time, from the list above. Screens in order: PLK1 PBD block, aSyn yeast inh, EPAC1 agonist, EPAC1 antag, PI5P4Ka inh, WRN inhibitor, IL-2 act, Abeta rescue, FUS suppressor
Cc1ccc(C(=O)NCN2CCN(c3ccccc3)CC2)cc1 reads 0%, 9%, 4%, 10%, -5, 3%, -4.1, 3%, -2%
COC(=O)c1ccc(NC(=O)CN2CCN(c3cccc(Cl)c3)CC2)cc1 reads -8%, 17%, 10%, -22%, -4, -29%, -0.3, 6%, ?
O=C(NC(=S)Nc1ccccc1O)c1cccnc1 reads -28%, -2%, -10%, 24%, -17, 9%, -1.5, 2%, 9%
CC(CNC(=O)c1ccco1)NC(=O)c1ccco1 (stereo not given) reads 1%, 2%, 3%, -21%, 1, -34%, -2.0, -8%, -8%

Further results
SMILES	PLK1 PBD block	aSyn yeast inh	EPAC1 agonist	EPAC1 antag	PI5P4Ka inh	WRN inhibitor	IL-2 act	Abeta rescue	FUS suppressor
COc1ccccc1N1CCN(C2CCCN(C(=O)c3cc(C(C)C)on3)C2)CC1 (stereo not given)	-8%	2%	-3%	0%	5	-3%	0.5	-1%	20%
COc1ccc(/C=C2/CSC/C(=C/c3ccc(OC)c(OC)c3)C2=O)cc1OC	-5%	-16%	10%	-6%	2	2%	-0.5	3%	·
Cc1nc(SCC(=O)Nc2cc(S(=O)(=O)N3CCOCC3)ccc2Cl)nc(C)c1C	-21%	2%	2%	-8%	-1	2%	0.0	?	26%
Cc1cc(S(=O)(=O)N(Cc2ccc3c(c2)OCO3)CC2CCCO2)ccc1-n1cnnn1 (stereo not given)	-2%	-1%	14%	-3%	15	-7%	0.4	29%	27%
O=C(CSc1nnc(CNC(=O)c2ccccc2F)o1)NCc1ccccc1	-8%	1%	13%	5%	4	-2%	0.3	-7%	-15%
Cc1ccsc1/C=N/NC(=O)c1ccc(-n2cccc2)cc1	4%	4%	2%	1%	?	-8%	2.7	-1%	10%
CC(=O)c1c(C)[nH]c(C(=O)Nc2cc(C)cc(C)c2)c1C	1%	-1%	8%	-9%	1	-14%	-0.1	-31%[inhibitor]	35%
COc1ccc(CCNC(=O)c2cc3c(=O)n(C)c4ccccc4c3n2C)cc1OC	6%	-1%	-2%	3%	-1	-3%	-3.9	-8%	-7%
C=CCn1c(C)cc(C(=O)COC(=O)c2ccc3c(c2)NC(=O)CS3)c1C	?	-12%	-11%	-4%	?	-5%[11.6 µM]	-3.1	26%	0%
CN(C(=O)CN1C(=O)NC(c2ccccc2)(c2ccccc2)C1=O)C1CCS(=O)(=O)C1 (stereo not given)	2%	1%[1.84 µM]	-7%	16%	2	-2%	0.0	-6%	6%
Cc1ccc(NC(=O)c2nc[nH]c2C(=O)NCCCNC(=O)c2[nH]cnc2C(=O)Nc2ccc(C)cc2)cc1	-7%	-5%	1%	-2%	1	2%	-0.1	-7%	-14%
Cc1nc(SCC(=O)c2ccc(F)cc2)c([N+](=O)[O-])[nH]1	-8%	-10%	2%	10%	-3	7%	0.2	-6%	-18%
Cc1ccc(-c2nnc(N3CCN(C(=O)CN4C(=O)c5ccccc5C4=O)CC3)c3ccccc23)cc1	?	4%	6%	-2%	0	-19%	-1.4	10%	-15%
COc1ccc(N2CC(O)=C(c3nc(-c4ccc(F)cc4)cs3)C2=N)cc1	-11%	-10%	3%	26%	-6	2%	-4.3	-2%	-7%
O=c1[nH]c(N/N=C\c2ccc(F)cc2)nc2ccccc12	0%	0%	4%	-13%	?	-23%	-2.5	-33%[inhibitor]	3%
CCOc1ccc(CN2CCN(C(=O)c3ccco3)CC2)cc1	-6%	1%	-13%	-14%	0	-2%	0.6	16%	-13%
Cc1ccccc1NC(=O)CN1C(=O)NC(C)(CCc2ccccc2)C1=O (stereo not given)	-8%	-1%	-2%	0%	5	3%	2.6	-7%	-1%
O=C(c1ccccc1)N1CCC(c2nc(-c3ccc(S(=O)(=O)N4CCOCC4)cc3)no2)CC1	4%&0%	8%	3%	-8%	6	4%	0.5	4%	6%
O=S(=O)(NCCc1ccncc1)c1ccc(Br)cc1	-8%	-1%	0%	0%	1	-1%	-1.4	1%	12%

Source: PubChem
